S100A4 MyoIIA – S100A4-myosin IIA interaction inhibition. P26447. S100A4/TAMRA-MyoIIA peptide fluorescence polarization. inhibition, % at 10.7 µM. actives 0.14% (n = 360,000). AID 652163;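 active = mean inhibition of at least 70% across replicates, with every replicate also reaching that level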
Target sequence (P26447 whole entry, looked up): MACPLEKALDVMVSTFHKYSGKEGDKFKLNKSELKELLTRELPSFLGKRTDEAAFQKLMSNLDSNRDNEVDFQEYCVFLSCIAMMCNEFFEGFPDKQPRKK
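Material: human S100A4 monomer with TAMRA-labelled myosin IIA peptide; buffer or medium: HEPES pH 7.2 with CaCl2, KCl, NaCl, DTT, Triton; compound dosing: one concentration per compound; schedule: 5 min incubation before reading; benchmarks: neutral control DMSO, positive control TFP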
XiGFP reactiv – reactivates the inactive X chromosome in mouse fibroblasts; XiGFP mouse fibroblasts, % GFP-positive cells imaging, 3 d; cells co-treated with 5-aza-dC sensitizer; scaled so ellipticine positive control = 100%; activation, % at 7.58 µM; actives 0.055% (n = 360,000);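 active = mean normalized replicate activation at least 10% and every replicate at or above 10%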;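 also: 0% = median of on-plate neutral control wells and 100% = ellipticine 6 µM median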
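assay system = SV40-immortalized XiGFP fibroblast cells, line 68-5-11 | buffer or medium = DMEM plus 5-aza-dC sensitizer | doses = single-point pinned compound dosing | times = 3-day compound exposure, then 15 min fixation at room temperature | benchmarks = positive control ellipticine, 6 µM final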
EWS-Fli inh – blocks EWS/Fli oncoprotein-driven transcription; A673 NR0B1-luciferase reporter, viability-normalised; inhibition, % at 12.6 µM; actives 0.67% (n = 350,000);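 active = mean inhibition of at least 50% after viability correction, with every replicate also passing that limit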;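 also: firefly luciferase signal divided by Alamar Blue viability fluorescence both relative to DMSO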
RAD54 branch – blocks human RAD54 Holliday junction branch migration. Q92698. FAM/BHQ fluorescence. inhibition, % at 10.4 µM. actives 0.14% (n = 360,000). AID 602329;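 active = mean normalized replicate activity at least 40 and at least half of replicates scoring 40 or more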;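 also: 0% = median of neutral control wells and 100% = median of positive control wells; inhibitors cause a drop in the FAM fluorescence signal; in these data hits start at about 50%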
RAD52 inh – inhibitors of human RAD52 DNA annealing | actives 0.46% (n = 360,000) | AID 651710 | inhibition, % at 18.7 µM | recombinant RAD52 DNA annealing, FRET fluorescence | P43351;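 active = every replicate showing at least 50% inhibition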
FN deposition inh – fibronectin deposition inhibition | inhibition, % at 12.6 µM | actives 0.086% (n = 350,000) | AH1F fibroblasts, Alexa488-fibronectin deposition fluorescence, overnight;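 active = mean inhibition across replicates of 30% or more, regardless of how many single replicates reach that level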;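 also: positive control wells lacked labelled fibronectin entirely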
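Assay system: AH1F fibroblast monolayer, labelled fibronectin deposition. Amount: 10000 cells per well. Also added: labelled fibronectin 24 nM. Compound: single-point pinned compound. Incubation: cell attachment 1 h, compound and FN exposure overnight. Detection: fluorescence after three HBSS washes, excitation 485 nm, emission 525 nm. Read-out: inhibition of fibronectin deposition signal.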
esBAF inh – blocks esBAF chromatin remodeling in mouse ES cells; Bmi1-luciferase knock-in reporter, 24 h; 100% = twice the neutral-well signal; actives 2% (n = 350,000); reporter increase, % at 12.5 µM; in the data active = activation above about 40%;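 also: 0% = median of the plate's neutral control wells and 100% = double that signal; a rise in the Bmi1 reporter signal indicates esBAF inhibition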
E-selectin induc – induces E-selectin expression in human endothelial cells; HUVEC E-selectin immunofluorescence imaging; normalized: neutral wells 0, TNF-alpha wells 100; activation, % at 7.58 µM; actives 0.37% (n = 260,000); AID 686992; P16581;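 active = mean E-selectin-positive cell signal at least 10% of the positive control, reached in at least 60% of replicates, without over 20% cell loss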;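 also: in these data hits start at about 27%; measured in HUVEC primary endothelial cells; signal is the percent of cells scored E-selectin positive by PE staining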
Target sequence (P16581 whole entry, looked up): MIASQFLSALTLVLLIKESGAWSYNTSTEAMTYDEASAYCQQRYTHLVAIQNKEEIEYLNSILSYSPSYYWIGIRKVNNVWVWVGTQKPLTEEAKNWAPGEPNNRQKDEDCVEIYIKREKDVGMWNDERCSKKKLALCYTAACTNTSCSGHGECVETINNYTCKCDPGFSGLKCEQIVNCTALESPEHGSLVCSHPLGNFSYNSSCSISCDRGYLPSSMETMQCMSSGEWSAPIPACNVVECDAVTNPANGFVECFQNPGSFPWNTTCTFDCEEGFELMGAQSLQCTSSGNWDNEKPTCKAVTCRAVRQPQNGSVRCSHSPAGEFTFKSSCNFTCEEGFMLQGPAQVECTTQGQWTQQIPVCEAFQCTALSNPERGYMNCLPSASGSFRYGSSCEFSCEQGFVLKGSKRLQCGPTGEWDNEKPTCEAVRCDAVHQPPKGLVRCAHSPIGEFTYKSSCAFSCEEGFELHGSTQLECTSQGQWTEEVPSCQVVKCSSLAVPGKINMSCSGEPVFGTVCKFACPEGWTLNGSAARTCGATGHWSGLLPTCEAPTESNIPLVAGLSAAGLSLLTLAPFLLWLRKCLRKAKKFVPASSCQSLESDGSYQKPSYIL
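Assay system: HUVEC primary endothelial cells. Input: 3,000 HUVEC seeded per well. Doses: one compound dose added by pin transfer. Read-out basis: % PE-positive cells. Benchmarks: TNF-alpha high, DMSO low. Detection: immunofluorescence imaging. Buffer or medium: EGM-2, gelatin.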
The depositor's hits bear a star; . = not tested or not shown. This is a random part of the collection. Share with any hit: about 3%.

item	canonical_smiles	S100A4 MyoIIA	XiGFP reactiv	EWS-Fli inh	RAD54 branch	RAD52 inh	FN deposition inh	esBAF inh	E-selectin induc
1	COc1cccc(CN(C)C(=O)CCN=C2NS(=O)(=O)c3ccccc32)c1OC	-20	0.0	-3	-13	-13	-12	7	.
2	Cc1cc(Cl)c(OCCCN(C)C)c(Br)c1	-5	0.3	-9	-2	-2	-4	-9	.
3	O=C(CCNS(=O)(=O)c1ccccc1)N1CCN(C(c2ccccc2)c2ccccc2)CC1	-1	0.4	.	-9	6	-8	-2	.
4	COc1ccccc1-c1nnc(SCC(=O)N2CCCCC2)o1	20	1.3	.	-10	4	4	.	0.7
5	COc1ccc([N+](=O)[O-])cc1N(CC(=O)N1CCOCC1)S(C)(=O)=O	3	0.2	1	.	-9	2	1	.
6	N#C[C@@H]1[C@H](c2ccccc2-c2cccc(F)c2)[C@H](CO)N1S(=O)(=O)c1cccc(F)c1	3	0.1	-4	.	7	-7	.	0.2
7	COc1ccc(/C=N/Nc2nc3ccccc3c(=O)n2-c2ccccc2)cc1OC	-1	0.1	-79	.	-15	4	.	-0.3
8	O=C1CN(Cc2ccccc2)C[C@H]2[C@H](c3ccc(-c4ccccc4F)cc3)[C@H](CO)N12	5	0.0	5	.	-2	.	.	0.2
9	COc1cc(/C=N/N2CCN(Cc3ccc(C)cc3)CC2)cc(OC)c1O	-4	0.2	7	3	4	-3	-4	-0.2
10	C[C@H](CO)N1C[C@H](C)[C@H](CN(C)C(=O)Nc2ccc(C(F)(F)F)cc2)Oc2ccc(NC(=O)Nc3ccc(C(F)(F)F)cc3)cc2C1=O	2	0.2	-12	6	13	.	-7	1.1
11	COc1ccccc1NC(=O)CS(=O)(=O)c1cn(CC(=O)N2CCCC2)c2ccccc12	1	-0.1	7	-13	-11	2	-2	0.4
12	COc1ccccc1CNC(=O)C[C@@H]1C[C@@H]2c3cc(NC(=O)NC4CCCC4)ccc3O[C@@H]2[C@@H](CO)O1	16	0.4	-3	6	5	16	3	-0.1

Later entries:
item	canonical_smiles	S100A4 MyoIIA	XiGFP reactiv	EWS-Fli inh	RAD54 branch	RAD52 inh	FN deposition inh	esBAF inh	E-selectin induc
13	CCc1c(C)sc(NC(=O)/C=C/c2ccc3c(c2)OCO3)c1C(=O)OC	.	2.3	.	-12	.	-9	-7	0.0
14	CCC1N=C(SC)NC(C)=C1C(=O)c1ccccc1 (configuration not stated)	-10	0.3	0	.	-9	-10	.	.
15	COc1ccc2nc(NC(=O)CCc3cc(OC)c(OC)c(OC)c3)sc2c1	-5	0.4	-3	.	-15	-6	.	0.8
16	CCN(c1ccccc1)S(=O)(=O)c1ccc(Cl)c(NC(=O)CSc2n[nH]c(N)n2)c1	-12	0.9	12	.	-8	2	.	-0.5
17	C[C@@H]1CN([C@@H](C)CO)C(=O)c2cc(C3=CCCC3)cnc2O[C@@H]1CN(C)Cc1cccnc1	-34	0.0	-5	0	-2	6	-4	0.0
18	COc1cc(OC)c(C(=O)OCC(=O)NC2CCCC2)cc1OC	-2	0.0	-5	-2	-10	2	0	.
19	Fc1ccc(-c2nc3c4ccccc4ccn3c2CC2CCCCC2)cc1	-4	-0.2	-5	-1	-23	-9	9	-0.2
20	COc1ccc(S(=O)(=O)N(C)C[C@H]2OCCCC[C@@H](C)Oc3ccc(NC(=O)Nc4cccc5ccccc45)cc3C(=O)N([C@H](C)CO)C[C@H]2C)cc1	-5	-1.2	8	0	3	.	-4	4.7
21	CCS(=O)(=O)N1CCCCN2[C@@H](CO)[C@H](c3ccc(-c4cccc(C#N)c4)cc3)[C@@H]2C1	2	0.0	-20	-3	-2	.	.	-0.5
22	Cc1ccc(OCC(=O)Nc2ccccc2F)cc1	5	0.0	-20	-10	-9	-2	.	-0.1
23	COc1ccc(NC(=O)N(C)C[C@H]2Oc3cc(-c4ccncc4)ccc3S(=O)(=O)N([C@H](C)CO)C[C@@H]2C)cc1	-1	0.0	15	-5	-1	5	3	0.5
24	COc1ccc(CNC(=O)Cn2cccc2C(=O)c2ccccc2C)cc1	8	0.1	-76	-14	-40	-3	47*	.

New compounds follow:
item	canonical_smiles	S100A4 MyoIIA	XiGFP reactiv	EWS-Fli inh	RAD54 branch	RAD52 inh	FN deposition inh	esBAF inh	E-selectin induc
25	O=C(COC(=O)c1ccc(S(=O)(=O)N2CCCCC2)cc1)NC1CCCCC1	-2	-0.2	3	5	-43	8	3	-0.2
26	COc1ccc(CNC(=O)CN2C(=O)NC(C)(c3cccc4ccccc34)C2=O)cc1OC (configuration not stated)	-3	0.2	1	0	-16	2	-6	0.2
27	Cc1ccc(S(=O)(=O)N(C)C)cc1NC(=O)CN1C(=O)NC2(CCCCCCC2)C1=O	-4	0.3	6	2	-7	-1	.	-1.6
28	COCC(=O)Nc1ccc2c(c1)C(=O)N(C)[C@@H]1CC[C@H](CC(=O)Nc3ccccc3)O[C@H]1CO2	6	0.3	-6	0	-6	-7	-1	-0.1
29	Cc1[nH]n(-c2cccc(Cl)c2)c(=O)c1C=NCc1ccco1	-2	-0.1	-81	.	-2	13	.	0.4
30	Cc1cc(C)n(C(N)=NC(=O)c2ccccc2)n1	1	0.0	-79	11	-3	-13	.	.
31	CC1CC(C)(C)OC(c2ccc(C(C)C)cc2)O1 (configuration not stated)	3	0.0	-17	.	-14	0	5	0.9
32	CCCc1cc(=O)c2ccc(OC/C(C)=N/O)cc2o1	0	-0.1	10	.	-3	-2	-2	6.4
33	C[C@@H]1CN([C@@H](C)CO)C(=O)c2cc(NS(=O)(=O)c3cccs3)ccc2O[C@@H]1CN(C)C(=O)Nc1ccccc1	-4	-0.5	8	-8	-2	.	-1	-0.2
34	O=C(c1ccc(F)cc1)N1CC[C@H]2[C@H](CO)Nc3ccc(-c4ccccc4F)cc3[C@H]21	2	0.2	4	0	-11	-4	1	0.8
35	C[C@H]1CN([C@@H](C)CO)C(=O)c2cccc(NS(=O)(=O)c3ccc(Cl)cc3)c2O[C@H]1CN(C)C(=O)Nc1ccc(C(F)(F)F)cc1	35	0.2	29	-7	-48	.	12	0.3
36	Nc1ccc2oc3ncccc3c(=O)c2c1	8	.	-25	1	-21	.	3	.

Other compounds:
item	canonical_smiles	S100A4 MyoIIA	XiGFP reactiv	EWS-Fli inh	RAD54 branch	RAD52 inh	FN deposition inh	esBAF inh	E-selectin induc
37	COc1cccc(NC(=O)N2C[C@@H](O)COC[C@H]3O[C@H](CC(=O)N(C)C)CC[C@@H]32)c1	0	0.7	2	3	-10	9	-3	-0.1
38	CC(=O)c1c(NCCc2ccccc2)cc(C)oc1=O	-1	.	-6	7	-6	.	-8	.
39	O=S(=O)(c1ccccc1F)N1CCCCN2[C@@H](CO)[C@H](c3ccc(-c4cncnc4)cc3)[C@@H]2C1	-6	0.4	3	0	2	.	-1	0.3
40	Cc1cc(C)n2nc(SCc3nnc(SCCCCl)o3)nc2n1	1	.	6	.	-12	.	-4	.
41	C[C@@H]1CCCCO[C@H](CN(C)Cc2ccc(C(F)(F)F)cc2)[C@@H](C)CN([C@H](C)CO)C(=O)c2cc(NC(=O)Nc3cccc4ccccc34)ccc2O1	.	0.3	9	3	.	-3	3	0.0
42	COC(=O)Nc1ccc(N2CCOCC2)c(S(=O)(=O)N2CCOCC2)c1	9	0.8	.	0	-2	3	-4	.
43	COc1ccc(C(=O)N/N=C/c2cn[nH]c2-c2ccc(OC)cc2OC)cc1	-3	-0.1	-10	3	-19	2	-5	.
44	COc1ccccc1CNC(=O)CSc1ccccc1	-27	0.0	-79	.	-11	6	.	.
45	CN1CCN(C(=O)c2ccc(-c3ccccc3)cc2)CC1	4	0.8	-14	-8	-7	3	10	.
46	Nn1c(Nc2ccccc2)nc2sc3c(c2c1=O)CCCC3	9	0.0	-1	.	-10	14	.	0.0
47	CC[C@H]1C(Nc2ccccc2)C[C@@H]2CCN3C(=O)CC[C@H]1[C@H]23 (some centres not stated)	2	-0.1	0	-6	-6	-4	4	0.9
48	CCC(=O)N1C[C@H](C)[C@@H](OC)CN(C)C(=O)c2cc(NC(=O)c3cnccn3)ccc2OC[C@@H]1C	0	0.0	3	-3	-2	8	-3	0.3

(more compounds)
item	canonical_smiles	S100A4 MyoIIA	XiGFP reactiv	EWS-Fli inh	RAD54 branch	RAD52 inh	FN deposition inh	esBAF inh	E-selectin induc
49	C[C@@H]1CN([C@H](C)CO)C(=O)c2cc(-c3ccc(F)cc3)cnc2O[C@@H]1CN(C)CC1CCOCC1	7	-0.1	-7	4	-7	-7	3	-0.2
50	O=C(Cn1cnc2c(NCc3ccccc3)ncnc21)N1CCN(c2ccccn2)CC1	4	0.2	-4	-2	1	-12	-9	0.0
51	CC1CN(C(=S)Nc2ccc(Cl)cc2)CC(C)O1 (configuration not stated)	3	0.0	1	-4	-6	-5	5	.
52	Cc1nn(-c2cccc(C(F)(F)F)c2)c(Cl)c1/C=N/Nc1cccc(C(=O)O)c1	1	0.0	-2	.	-7	-1	.	0.3
53	C=CCNC(=O)c1ccc2c3n(nc2c1)-c1ccccc1CO3	2	0.0	7	10	-4	-2	1	0.3
54	OCCCNc1nc(-c2ccccc2)c2cc(Br)ccc2n1	1	0.3	1	-2	-11	-3	-1	0.0
55	CCOC(=O)[C@]12CCCC=C1N(Cc1ccccc1)C(=O)[C@H](CC(=O)N1CCCC1)C2	-6	-0.1	1	.	-4	6	.	0.0
56	CC(=O)Nc1ccc(S(=O)(=O)N2CCN(c3ccc([N+](=O)[O-])cc3)CC2)cc1	1	0.1	-2	-9	-7	-4	-1	.
57	c1ccc(-c2nc3c([nH]2)CCc2nonc2-3)cc1	-3	0.0	-40	2	-13	-1	36	.
58	CCc1c(C)c2ccc(OCC(=O)NCC3CCC(C(=O)O)CC3)c(C)c2oc1=O (configuration not stated)	-2	.	3	-5	-11	.	3	.
59	CCOC(=O)N1CCN(C(=O)CCS(=O)(=O)c2cc3c(cc2Cl)NC(=O)CO3)CC1	-1	0.5	-6	-17	-7	-24	-6	-0.2
60	O=C(NOCc1cscn1)Nc1ccccc1	-10	0.0	-22	.	7	-2	.	-0.2

Additional entries.
item	canonical_smiles	S100A4 MyoIIA	XiGFP reactiv	EWS-Fli inh	RAD54 branch	RAD52 inh	FN deposition inh	esBAF inh	E-selectin induc
61	CC(=O)C1=C(C)N(CC(C)C)C(=S)NC1c1cccc(Cl)c1 (configuration not stated)	-2	0.1	-7	.	-10	6	.	-0.4
62	CC(C)=C(NC(=O)c1ccccc1Br)C(=O)NCCc1nc2ccccc2[nH]1	1	0.0	-6	.	-13	1	-1	0.0
63	CC1CCN(S(=O)(=O)c2ccc(NC(=O)Cc3ccc(S(=O)(=O)N4CCOCC4)s3)cc2)CC1	-15	0.1	40	-6	-166	-9	2	-0.2
64	CCOc1nc(Nc2ccc(OC)cc2OC)nc(OCC)n1	0	0.6	11	6	-7	-5	7	.
65	O=C(NCc1ccccc1)C(c1ccco1)N(C(=O)c1ccccn1)c1ccccc1 (configuration not stated)	-1	0.0	-1	5	-9	-4	-4	.
66	CCS(=O)(=O)N1CC(=O)N2[C@H](CO)[C@@H](c3ccc(-c4ccc(F)cc4)cc3)[C@H]2C1	5	0.4	0	.	-18	.	.	0.3
67	CCOc1ccc(OCCC(=O)OCC(=O)Nc2cc(OCC)c(N3CCOCC3)cc2OCC)cc1	-2	0.0	5	-1	5	0	1	0.2

Screening data as filed in PubChem BioAssay.
